Bioassay records as filed in PubChem.
OXTR agonist: agonists of human oxytocin receptor | CHO-OTR cells, Fluo-8 calcium fluorescence; normalized: DMSO 0%, oxytocin 100% | 0.32% of 320,000 active | activation, % at 3 µM | AID 2435;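 active = activation above the mean of all tested compounds plus 3 SD, cutoff set per screening run, cut at about 20% in these data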;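 also: peak over basal fluorescence ratio from a 100 s FLIPR kinetic read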
M18AAP inhibitor: PfM18AAP enzyme inhibition; recombinant PfM18AAP, H-Glu-NHMec fluorogenic cleavage; inhibition, % at 7.35 µM; 1.2% of 290,000 active;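 active = inhibition above the campaign mean inhibition over all tested compounds plus 3 SD, cut at about 28% in these data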;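 also: 0% = plate median of test compound wells and 100% = 2 mM ZnCl2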
DNA FID counter: fluorescent intercalator displacement, NS3 helicase counter-screen; 0.17% of 290,000 active; AID 1845; inhibition, % at 7.9 µM; DNA fluorescent intercalator displacement, fluorescence; in the data active = inhibition above about 37%;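 also: 0% = vehicle and 100% = reference compound; higher means more ethidium bromide displaced from hairpin DNA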
MEKK2 WT-MEK5: raises or lowers MEK5 binding to wildtype human MEKK2 PB1 domain; binding response (% of control), % at 10 µM; 1.1% of 290,000 active; bead flow cytometry, Alexa488-MEK5 binding to MEKK2 WT; actives lie on both sides; Q9Y2U5; AID 1531; in the data active = binding response below about 67% or above about 130%
PHOSPHO1 inh: inhibitors of human PHOSPHO1 phosphatase | recombinant PHOSPHO1, absorbance phosphatase assay | inhibition, % at 13.3 µM | 1.1% of 290,000 active | AID 1565; in the data active = inhibition above about 60%
MEKK2mut PB1 HTS: signal of MEK5 binding to mutant human MEKK2 PB1 domain; bead flow cytometry, Alexa488-MEK5 binding to MEKK2 mutant; percent response, % at 10 µM; 0.35% of 290,000 active; in the data active = percent response above about 24%, passing the limit was not always enough; also: inactives centre near 1; some results filed as inactive read as strong as hits; reference of the scale not given here
GPR7 antagonist: human neuropeptides B/W receptor 1 antagonism | P48145 | GPR7-expressing cells, fluorescence antagonist assay | inhibition, % at 4.4 µM | 1.1% of 290,000 active | AID 1861; in the data active = inhibition above about 16%, passing the limit was not always enough;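 also: cells stimulated with the agonist NPW; 0% = agonist with vehicle and 100% = vehicle without agonist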
Target sequence (P48145 whole entry, looked up): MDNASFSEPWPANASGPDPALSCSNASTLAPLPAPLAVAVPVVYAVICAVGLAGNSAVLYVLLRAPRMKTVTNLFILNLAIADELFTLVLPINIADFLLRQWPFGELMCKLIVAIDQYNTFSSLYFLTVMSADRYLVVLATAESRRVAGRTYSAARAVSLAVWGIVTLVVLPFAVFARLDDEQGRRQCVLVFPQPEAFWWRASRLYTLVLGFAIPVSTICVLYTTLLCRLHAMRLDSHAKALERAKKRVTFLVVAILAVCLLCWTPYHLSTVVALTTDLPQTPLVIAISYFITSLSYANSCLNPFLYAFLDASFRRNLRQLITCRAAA
MEKK3 PB1 HTS: modulators (inhibitors or enhancers) of MEK5 binding to human MEKK3 PB1 domain. bead-based flow cytometry, Alexa488-MEK5 binding to MEKK3; actives lie on both sides; 0 = blocked by unlabeled MEK5, 100 = vehicle. binding response (% of control), % at 10 µM. 1.4% of 290,000 active. AID 1529;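 active = binding response more than 3 SD above or below the average of its plate-row segment, actives on both sides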;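 also: Alexa488 bead fluorescence after subtracting the streptavidin-only scavenger bead signal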
Target sequence (Q99759 whole entry, looked up, the tested form may be a part): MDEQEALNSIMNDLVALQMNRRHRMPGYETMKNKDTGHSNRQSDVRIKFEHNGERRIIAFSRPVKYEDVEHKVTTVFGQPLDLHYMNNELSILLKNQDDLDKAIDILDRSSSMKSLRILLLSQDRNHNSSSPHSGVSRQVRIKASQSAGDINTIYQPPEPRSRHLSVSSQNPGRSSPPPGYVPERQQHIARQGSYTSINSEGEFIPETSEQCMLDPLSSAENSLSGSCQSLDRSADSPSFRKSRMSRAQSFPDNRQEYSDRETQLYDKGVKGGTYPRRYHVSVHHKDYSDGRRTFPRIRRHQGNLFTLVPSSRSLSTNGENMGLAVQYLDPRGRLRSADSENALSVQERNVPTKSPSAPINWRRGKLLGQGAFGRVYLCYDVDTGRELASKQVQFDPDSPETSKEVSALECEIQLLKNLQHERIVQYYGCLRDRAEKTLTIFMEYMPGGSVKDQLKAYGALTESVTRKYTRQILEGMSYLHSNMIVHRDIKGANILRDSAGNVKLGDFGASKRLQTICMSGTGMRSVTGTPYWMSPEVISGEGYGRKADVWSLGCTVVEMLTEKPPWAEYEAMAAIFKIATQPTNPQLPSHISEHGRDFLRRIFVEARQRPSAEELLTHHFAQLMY
NALP1 yeast inh: inhibitors of NALP1 inflammasome in yeast; S. cerevisiae NALP1/ASC/caspase-1 growth, X-gal OD620, 72 h; inhibition, % at 10 µM; 0.61% of 280,000 active; AID 2071; in the data active = inhibition mostly above about 24%, no sharp cut-off; inactive = mostly below about 32%; also: some compounds called inactive have numbers as strong as hits
* = called active by the depositor; nt = no result given.

| compound | OXTR agonist | M18AAP inhibitor | DNA FID counter | MEKK2 WT-MEK5 | PHOSPHO1 inh | MEKK2mut PB1 HTS | GPR7 antagonist | MEKK3 PB1 HTS | NALP1 yeast inh |
| --- | --- | --- | --- | --- | --- | --- | --- | --- | --- |
| COc1ccc(S(=O)(=O)Nc2c(C(=O)O)[nH]c3ccccc23)cc1 | 0.0 | 2.1 | -30.3 | 103.0 | 18.5 | 1.0 | -10.9 | 102.0 | 14.5 |
| Cc1nnsc1C(=O)NNc1ccc(C(C)C)cc1 | -1.6 | 3.4 | -9.4 | 100.0 | 33.4 | 3.0 | -9.8 | 100.0 | 13.3 |
| C/C(=N/NS(=O)(=O)c1ccc(C)cc1)c1c[nH]c2ccccc12 | nt | -16.9 | -9.3 | 107.0 | 31.3 | 4.0 | -19.7 | 103.0 | 2.6 |
| CCC(C)C(NC(=O)c1ccccc1NC(=O)c1ccccc1)C(=O)O (stereo unspecified) | -0.4 | -6.2 | -26.2 | 95.0 | 17.7 | -12.0 | -8.1 | 96.0 | nt |
| CCN(CC)Cc1c(C(=O)N/N=C/c2ccc(C)o2)nnn1-c1nonc1N | -0.9 | 4.5 | -10.9 | 96.0 | 31.0 | -1.0 | -3.2 | 96.0 | -8.4 |
| CCCn1c(=O)c2sccc2n2c(CCCC(=O)NCC3CCCO3)nnc12 (stereo unspecified) | 0.1 | 1.8 | -10.0 | 104.0 | 29.0 | 8.0 | -2.0 | 102.0 | 10.1 |
| Cc1ccc(N(CC(=O)Nc2ccccc2C(=O)NCc2ccco2)S(=O)(=O)c2ccccc2)cc1C | 1.5 | -0.3 | -20.8 | 119.0 | 17.1 | 29.0* | -23.0 | 99.0 | 31.4 |
| COC(=O)c1c(C)[nH]c(C(=O)CSc2ccc(Cl)cc2)c1C | 7.8 | 3.6 | -4.3 | 101.0 | -1.4 | 5.0 | -11.6 | 105.0 | 3.1 |
| CCCCOc1ccc(-c2[nH]ncc2C=O)cc1 | -2.0 | 5.1 | -3.2 | 89.0 | -1.1 | -9.0 | 16.8 | 95.0 | 15.3 |
| O=C(O)CCSCC(=O)c1ccc2c(c1)OCCO2 | 0.4 | 3.6 | -1.0 | 105.0 | 77.7* | 2.0 | 3.0 | 102.0 | 0.8 |
| Cc1ccc(C(C)C)c(OCc2ccc(C(=O)N/N=C/c3cccc(O)c3O)cc2)c1 | -0.9 | -8.1 | -9.3 | 118.0 | -5.1 | 3.0 | -6.2 | 100.0 | -0.1 |
| CC(C)(C)C(Cn1ccnc1)NC(=O)c1ccc2nc(C3CC3)oc2c1 (stereo unspecified) | 0.7 | -0.8 | -2.8 | 96.0 | 32.6 | -1.0 | -2.5 | 88.0 | -3.9 |
| COC(=O)C1CCCN1S(=O)(=O)c1ccccc1NC(=O)c1cc(OC)c(OC)c(OC)c1 (stereo unspecified) | -0.9 | -0.1 | -35.2 | 103.0 | -18.4 | 1.0 | -13.0 | 103.0 | 7.5 |
| Cc1ccc(C2/C(=C(/O)c3ccc(Cl)cc3)C(=O)C(=O)N2CC2CCCO2)o1 (stereo unspecified) | 0.6 | 4.6 | -22.1 | 106.0 | 36.9 | 6.0 | -11.0 | 102.0 | 5.3 |
| c1ccc(CN2CCC(Nc3nc(-c4ccccc4)nc4ccccc34)CC2)cc1 | 15.2 | -0.1 | 42.4* | 144.0* | -38.4 | 21.0 | 15.0 | 104.0 | 14.3 |
| CCn1cnc2cc(NCc3ccc(Cl)cc3)ccc21 | 1.3 | 10.4 | -2.7 | 110.0 | 40.4 | 5.0 | 0.3 | 105.0 | -3.4 |
| COc1cc2c(cc1OC)C(C(C)C)=NC(C)(C)C2 | -0.2 | -6.6 | 0.4 | 101.0 | -9.2 | 7.0 | -0.7 | 92.0 | 24.0 |
| COc1ccc(N=Cc2cc(Cc3ccccc3Cl)cc([N+](=O)[O-])c2O)cc1OC | -0.2 | 9.1 | -10.4 | 91.0 | 35.1 | -1.0 | -9.6 | 100.0 | 11.7 |
| CN(C)c1cc[n+](CC(=O)Nc2cc(C(F)(F)F)ccc2Cl)cc1 | -0.2 | -10.0 | 9.1 | 86.0 | 15.8 | -7.0 | 1.4 | 83.0 | 10.1 |
| O=C(NCCc1c[nH]c2ccccc12)C(=O)NCC1OCCCN1S(=O)(=O)c1cc(F)ccc1F (stereo unspecified) | 5.5 | -10.2 | -18.9 | nt | -79.2 | nt | 4.6 | nt | -17.3 |
| NC(=O)c1ccc(NCCCN2CCOCC2)c([N+](=O)[O-])c1 | -0.4 | 2.0 | 0.2 | 105.0 | -3.0 | 2.0 | -3.0 | 103.0 | 10.7 |
| Cc1ccc(OCC(=O)Nc2ccc(-c3nc4ncccc4o3)cc2)c(C)c1 | 1.8 | -7.8 | 4.4 | 109.0 | 20.1 | 4.0 | -6.9 | 108.0 | -2.1 |
| Cn1c(SCc2c(F)cccc2Cl)nnc1-c1cccs1 | -1.6 | -1.1 | -12.4 | 96.0 | -3.3 | -5.0 | -12.9 | 98.0 | 2.0 |
| CCOc1cc(S(=O)(=O)N2CCCCC2)ccc1Cl | -2.3 | -14.1 | -0.8 | nt | -5.5 | nt | 25.3* | nt | -13.1 |
| Cc1ccc(CNS(=O)(=O)c2ccc(CN3C(=O)c4cccnc4C3=O)cc2)o1 | 0.1 | -8.9 | -9.9 | 99.0 | -30.1 | -1.0 | -4.1 | 102.0 | 30.9 |
| Cc1cc(C)nc(N2N=C(C(F)(F)F)CC2=O)n1 | -0.3 | -0.2 | -9.9 | 89.0 | 11.7 | -3.0 | 1.2 | 89.0 | -12.4 |
| COc1ccc2c(c1)c(N=O)c(O)n2C | -1.6 | -5.0 | -1.2 | 84.0 | 10.8 | -11.0 | -12.9 | 79.0 | -6.7 |
| Nc1nc(N)c2cc(Sc3ccc4ccccc4c3)ccc2n1 | 27.3* | -3.1 | 23.5 | 157.0* | 42.1 | 26.0 | -9.9 | 99.0 | 8.6 |
| O=C(Nc1ccccc1C(=O)N1CCOCC1)c1ccc(Br)cc1 | 0.7 | -2.9 | -7.3 | 104.0 | 2.6 | 3.0 | -7.3 | 101.0 | 2.3 |
| CC(C)c1nnc(NC(=O)c2cccc(-n3cnnn3)c2)s1 | -0.3 | 4.2 | -4.2 | 90.0 | -2.2 | -9.0 | -10.2 | 98.0 | 6.8 |
| CCc1ccc(NC(=O)COC(=O)CCc2nc3cc(S(=O)(=O)N(CC)CC)ccc3n2C)cc1 | -0.8 | 3.3 | -26.2 | 109.0 | -11.0 | 5.0 | -4.9 | 94.0 | 7.1 |
| Cc1noc(NS(=O)(=O)c2ccc(NC(=O)CSc3nc4c(cc3C#N)CCCC4)cc2)c1C | 0.7 | -2.1 | -24.1 | 104.0 | -2.3 | 2.0 | -13.3 | 102.0 | -0.9 |
| Cc1cccc(C(O)(C(=O)NNc2ccc3ccccc3n2)c2cccc(C)c2)c1 | -1.9 | 2.0 | 5.7 | 97.0 | -50.4 | 11.0 | 1.2 | 98.0 | 4.9 |
| Oc1c(Br)cc(/C=N/NC(=S)NCc2ccco2)cc1Br | 1.3 | 12.9 | -4.4 | 99.0 | 24.3 | 0.0 | 1.4 | 100.0 | 28.0 |
| Cc1oc(-c2ccccc2Cl)nc1CN1CCCN(C(=O)c2ccco2)CC1 | -1.8 | -18.8 | -8.1 | 90.0 | 23.0 | -18.0 | -3.3 | 95.0 | -3.7 |
| CCc1nc2cc3sc(CC)nc3cc2s1 | -2.0 | 2.8 | -3.3 | 107.0 | -18.8 | 9.0 | -10.8 | 105.0 | 9.9 |
| O=C(c1ccccc1)c1ccc(-n2cnnc2)c([N+](=O)[O-])c1 | 6.0 | 0.0 | -0.9 | 102.0 | 26.6 | 1.0 | -3.0 | 103.0 | 5.5 |
| Cc1c(NC(=O)COC(=O)/C=C/c2ccc(Cl)cc2)c(=O)n(-c2ccccc2)n1C | -1.1 | 3.2 | -28.9 | 92.0 | 4.6 | -10.0 | -0.6 | 98.0 | 1.2 |
| O=C(N/N=C/c1ccoc1)c1ccc(Br)cc1 | -0.8 | -4.2 | -5.3 | 109.0 | 4.6 | 7.0 | -7.4 | 103.0 | 13.1 |
| CCCC(=O)Nc1ccc(C(=O)NCCCn2ccnc2)cc1 | 0.4 | 4.5 | 1.8 | 110.0 | 10.9 | 0.0 | -11.7 | 105.0 | 12.1 |
| Cc1ccc(C(=S)NCS(=O)(=O)c2ccc(C)cc2)cc1 | -0.6 | -7.9 | -4.4 | 99.0 | -42.2 | 2.0 | 3.3 | 100.0 | -0.8 |
| Cc1nc2ccc(C(=O)N3CCN(Cc4ccccc4)CC3)cc2[nH]1 | 1.9 | -0.8 | -7.0 | 96.0 | 5.0 | -2.0 | 13.3 | 98.0 | 10.7 |
| Cc1cc2c(N)cccc2nn1 | 0.1 | 14.5 | -8.8 | 95.0 | -31.3 | 1.0 | -6.7 | 100.0 | 3.0 |
| CCN1CCN(C(=O)/C=C/c2ccc(C)o2)CC1 | -0.1 | -9.7 | 9.9 | 93.0 | 13.7 | -5.0 | 9.6 | 95.0 | 17.5 |
| C=CCNc1ccc(N2C(=O)C3CCC(C)CC3C2=O)cc1[N+](=O)[O-] (stereo unspecified) | -0.6 | 6.0 | -5.0 | 87.0 | 28.5 | -12.0 | 1.4 | 92.0 | -12.6 |
| CCOC(=O)c1sc(NC(=O)CSc2nccc(C)n2)nc1C | 1.6 | -1.8 | -12.4 | 102.0 | 48.4 | 0.0 | -6.5 | 97.0 | 11.2 |
| COc1ccc(C(=O)N2CCN(C3CCCCC3)CC2)cc1OC | -0.6 | -17.2 | -3.0 | 106.0 | 13.0 | 6.0 | -15.4 | 103.0 | 13.9 |
| O=C(COc1ccc2ccccc2c1)NCC1CCCO1 (stereo unspecified) | 2.2 | -2.9 | -8.0 | 102.0 | 44.9 | -1.0 | -12.1 | 101.0 | 5.0 |
| O=C(O)c1cccc(Nc2ccc([N+](=O)[O-])cn2)c1 | 0.5 | 1.2 | 0.5 | 107.0 | 49.6 | 9.0 | -14.6 | 103.0 | 8.4 |
| CCn1c(SCC(=O)Nc2ccccc2)nnc1C1CCCCC1 | 0.3 | -2.4 | -19.3 | 105.0 | -47.7 | 2.0 | 3.3 | 110.0 | 7.7 |

Next part:
| compound | OXTR agonist | M18AAP inhibitor | DNA FID counter | MEKK2 WT-MEK5 | PHOSPHO1 inh | MEKK2mut PB1 HTS | GPR7 antagonist | MEKK3 PB1 HTS | NALP1 yeast inh |
| --- | --- | --- | --- | --- | --- | --- | --- | --- | --- |
| Cc1cccc(-c2onc3ccc(C4(C)OCCO4)cc23)c1 | -1.8 | 8.9 | -8.3 | nt | 17.1 | nt | 0.7 | nt | 34.6 |
| C=CCNC(=O)c1ccc2c3n(nc2c1)-c1ccccc1CO3 | 0.3 | nt | nt | 73.0 | 44.1 | 2.0 | nt | 76.0 | 9.2 |
| CN1CCN(CP(=O)(N2CCOCC2)N2CCOCC2)CC1 | -1.3 | -9.2 | 2.7 | 86.0 | 4.0 | -1.0 | 0.3 | 94.0 | 26.4 |
| CC(Oc1ccccc1)C(=O)Nc1nnc(S(=O)(=O)N2CCCCC2)s1 (stereo unspecified) | 3.0 | 1.9 | -38.9 | 98.0 | 14.6 | -3.0 | -11.1 | 97.0 | -18.3 |
| Cc1cc(C)cc(N(CC(=O)NCc2ccccc2)C(=O)CCC(=O)Nc2ccccn2)c1 | 1.6 | -2.1 | -42.2 | 100.0 | 16.1 | -5.0 | 3.3 | 101.0 | 21.2 |

Profiles, looked up by structure. Screens in order: OXTR agonist, M18AAP inhibitor, DNA FID counter, MEKK2 WT-MEK5, PHOSPHO1 inh, MEKK2mut PB1 HTS, GPR7 antagonist, MEKK3 PB1 HTS, NALP1 yeast inh
Listed for `Cn1c(SCc2c(F)cccc2Cl)nnc1-c1cccs1` : -1.6, -1.1, -12.4, 96.0, -3.3, -5.0, -12.9, 98.0, 2.0
Listed for `Cc1ccc(C(=S)NCS(=O)(=O)c2ccc(C)cc2)cc1` : -0.6, -7.9, -4.4, 99.0, -42.2, 2.0, 3.3, 100.0, -0.8
Listed for `CCOc1cc(S(=O)(=O)N2CCCCC2)ccc1Cl` : -2.3, -14.1, -0.8, nt, -5.5, nt, 25.3*, nt, -13.1
